CHRM1 PAM = positive allosteric modulators of human M1 muscarinic receptor. 360,000 tested, 0.088% active. activation, % at 3 µM. P11229. CHO-K1 hM1, Fluo-8 calcium fluorescence, ACh EC20; 0% = ACh EC20, 100% = maximal ACh; in the data active = activation above about 19%, passing the limit was not always enough
V1aR counter = counter-screen for oxytocin receptor agonists: human V1a receptor agonists | activation, % at 3 µM | CHO-V1R cells, Fluo-8 calcium fluorescence, agonist mode; 0% DMSO, 100% 3 nM vasopressin | AID 2797 | P37288 | 320,000 tested, 0.25% active;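 active = activation above the mean activation of all tested compounds plus 3 SD, per screening run, cut at about 20% in these data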;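 note: signal is peak over basal fluorescence ratio across a 100 second FLIPR read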
M1 antag = blocks human M1 muscarinic receptor. CHO-K1 hM1, Fluo-8 calcium fluorescence, ACh EC80 antagonist. inhibition, % at 3 µM. 360,000 tested, 1.3% active. AID 588852;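 active = percent inhibition above its own plate's cutoff, namely the mean of that plate's compound wells plus 3 SD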;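 note: peak over basal fluorescence ratio during 140 s after agonist addition; 0% = ACh EC80 plus DMSO and 100% = DMSO alone without agonist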
TAAR1 agonist = human TAAR1 agonism; Q96RJ0; CHO RD-HGA16 TAAR1, Fluo-8 calcium fluorescence; vehicle wells 0%, saturating PEA agonist 100%; activation, % at 3 µM; 360,000 tested, 0.99% active; AID 624467;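 active = activation above the mean activation of all test compounds in the run plus 3 SD, cut at about 38% in these data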
Target sequence (Q96RJ0 whole entry, looked up): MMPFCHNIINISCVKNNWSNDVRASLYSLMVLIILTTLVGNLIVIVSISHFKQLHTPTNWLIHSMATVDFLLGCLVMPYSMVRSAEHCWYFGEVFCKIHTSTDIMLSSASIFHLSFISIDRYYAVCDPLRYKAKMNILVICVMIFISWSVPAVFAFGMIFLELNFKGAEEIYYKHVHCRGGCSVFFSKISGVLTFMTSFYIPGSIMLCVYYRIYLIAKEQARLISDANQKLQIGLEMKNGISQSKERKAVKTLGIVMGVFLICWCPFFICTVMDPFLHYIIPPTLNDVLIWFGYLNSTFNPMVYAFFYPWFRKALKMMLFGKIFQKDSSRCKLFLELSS
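Repeats: no replicates (n 1) | Material: CHO-derived RD-HGA16 cells with stable Gα16 and human TAAR1 | Technique: Kinetic Fluo-8 calcium fluorescence | Schedule: 17-24 h seeding, 75 min 37 °C dye, 30 min RT | Evaluation: % activation from peak over basal fluorescence ratio, DMSO-to-PEA scaled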
OXTR potentiator = potentiates the human oxytocin receptor response; 320,000 tested, 0.061% active; CHO-OTR cells, Fluo-8 calcium fluorescence, potentiator mode; 0% = oxytocin EC15, 100% = EC100; P30559; activation, % at 3 µM;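 active = activation above that plate's cutoff, the mean activation of tested compounds plus 3 SD, cut at about 6.6% in these data, passing the limit was not always enough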;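 note: 100% uses oxytocin at 75 nM as the full agonist control; some results filed as inactive read as strong as hits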
Target sequence (P30559 whole entry, looked up): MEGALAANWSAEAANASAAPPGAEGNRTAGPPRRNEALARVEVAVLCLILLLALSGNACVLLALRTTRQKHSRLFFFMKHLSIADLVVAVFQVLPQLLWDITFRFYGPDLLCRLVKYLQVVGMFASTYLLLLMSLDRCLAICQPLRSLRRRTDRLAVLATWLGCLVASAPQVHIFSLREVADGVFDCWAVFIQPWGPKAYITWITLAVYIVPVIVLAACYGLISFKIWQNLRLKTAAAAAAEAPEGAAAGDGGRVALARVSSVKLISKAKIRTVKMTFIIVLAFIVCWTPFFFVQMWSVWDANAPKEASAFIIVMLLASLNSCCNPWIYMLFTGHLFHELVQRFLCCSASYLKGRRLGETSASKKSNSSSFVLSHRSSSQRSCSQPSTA
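Measured by – Fluo-8 calcium dye fluorescence · Test system – human OTR in CHO cells · Dosing – one concentration, 3.0 µM compound · Controls – EC15 oxytocin alone as 0%, 75 nM oxytocin as 100% · Evaluation – normalized max/min fluorescence ratio, % activation · Timing – 6 min pre-incubation, 100 s read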
CHO parental Ca = counter-screen for OX1R antagonists: effect in parental CHO cells | parental CHO-K1, ATP-induced calcium, Fluo-8 fluorescence | 330,000 tested, 0.63% active | inhibition, % at 5.6 µM;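 active = inhibition above that plate's mean sample inhibition plus 3 SD, cut at about 26% in these data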;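 note: 0% = ATP-challenged DMSO wells and 100% = DMSO wells without ATP; some compounds past the cut are filed as inactive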
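Test system: untransfected parental CHO cell line; also added: ATP stimulus; dosing: 5.6 µM, single dose; signal: calcium-sensitive Fluo-8 fluorescence; measure: percent inhibition of ATP-evoked calcium rise, normalized to controls; benchmarks: low control ATP plus DMSO, high control DMSO only; replication: one well per compound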
TAAR1 antagonist = human TAAR1 antagonism. Q96RJ0. CHO RD-HGA16 TAAR1, Fluo-8 calcium fluorescence, antagonist. inhibition, % at 3 µM. 360,000 tested, 1.5% active;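 active = inhibition above a per-plate cutoff, the mean inhibition of test compounds on that plate plus 3 SD, cut at about 49% in these data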;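 note: 0% = DMSO plus EC80 beta-PEA response and 100% = DMSO alone without agonist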
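Assay system: RD-HGA16 CHO cells with stable hTAAR1 and Gα16 / Reagent: EC80 β-phenethylamine stimulus / Doses: 3 µM, single point / Timing: dye loading 75 min at 37 °C, then 30 min room temperature / Measured by: Fluo-8 intracellular calcium dye fluorescence, real-time kinetic reads / Controls: vehicle wells and EC80 agonist wells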
OXTR agonist = activates the human oxytocin receptor; activation, % at 3 µM; AID 2435; 320,000 tested, 0.32% active; CHO-OTR cells, Fluo-8 calcium fluorescence; normalized: DMSO 0%, oxytocin 100%;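 active = activation above the mean of all tested compounds plus 3 SD, cutoff set per screening run, cut at about 20% in these data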;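 note: peak over basal fluorescence ratio from a 100 s FLIPR kinetic read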
CHRM1 agonist = agonists of human M1 muscarinic receptor; activation, % at 3 µM; P11229; AID 588814; 360,000 tested, 0.33% active; CHO-K1 hM1, Fluo-8 calcium fluorescence, agonist mode; 0% DMSO, 100% acetylcholine EC100;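 active = activation above the run's mean compound activation plus 3 SD, cut at about 16% in these data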;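 note: peak over basal fluorescence ratio within a 140 s kinetic read after compound addition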
An asterisk follows results filed as active; . = no result given. Rows are unselected; 3.7% or so of the library scored in one or more.

Order of results: CHRM1 PAM, V1aR counter, M1 antag, TAAR1 agonist, OXTR potentiator, CHO parental Ca, TAAR1 antagonist, OXTR agonist, CHRM1 agonist
> CCC(=C(c1ccc(OC)cc1)c1ccc(OC)cc1)c1cn(CC(O)CN2CCN(C)CC2)c2ccccc12 (stereo not drawn)
    5, 3.4, -2, 8, -5, 14, 16, 6.4, 1
> O=S(=O)(c1ccc(NC(=S)N/N=C/c2c3ccccc3cc3ccccc23)cc1)N1CCOCC1
    6, 0.7, -10, 4, -11, -10, 14, -0.2, -12
> COCC(=O)Nc1ccc(S(=O)(=O)N2CCCC2)cc1
    4, 0.5, -8, 0, 1, 5, -13, 0.9, -5
> COC(=O)c1sccc1NC(=O)c1ccc2c(c1)OCO2
    1, -0.8, -4, -1, 1, 0, -11, -1.0, -1
> CN(C(=O)COC(=O)c1ccc(Cl)c(S(=O)(=O)N2CCCCC2)c1)C1(C#N)CCCCC1
    3, 3.9, -4, 1, -9, -6, -6, 4.5, -4
> Cc1cc(NC(=O)CSc2ncnc3sccc23)no1
    6, -0.5, 9, 4, 4, 5, -1, 0.1, 0
> CC(=O)N/C(N)=N/c1nc2cc([N+](=O)[O-])ccc2o1
    4, -0.4, -4, -1, 5, -12, -19, 1.1, 0
> O=C1CC(c2ccco2)CC(O)=C1C=NCCN1CCNCC1 (stereo not drawn)
    -13, 0.9, 39*, 7, -1, 23, 3, 0.5, 2
> C#CCOCCOCCOCCNc1nc(N2CCOCC2)nc(N2CCN(C(=O)[C@H](CC(N)=O)n3cc([C@@H](N)C(C)C)nn3)CC2)n1
    7, 0.7, -5, 1, 10, -7, 9, 1.6, -3
> O=C(N/N=C\c1cc(Br)cs1)C1COc2ccccc2O1 (stereo not drawn)
    -5, 0.2, -1, 5, -4, -4, 4, -0.8, -3
> CC(=O)c1ccc(NC(=O)Nc2ccc3c(c2)N(C)C(=O)CS3)cc1
    -7, 12, 15, 44*, -25, -1, 76*, 12, 5
> CCOC(=O)c1ccc2c(c1)nc(C)n2CC
    1, -0.7, 3, -1, -11, -31, -7, -0.8, -6
> COc1ccccc1C(=O)N1CCN(S(=O)(=O)c2ccccc2)CC1
    -2, 0.3, 9, 3, -10, -4, 9, -0.6, -2
> Cc1ccc(NC(=O)CN(C)C(=O)c2ccc(NS(=O)(=O)c3ccc4[nH]c(=O)[nH]c4c3)cc2)cc1
    8, 0.9, -3, 11, -9, -14, 5, 0.4, -3
> COC(=O)c1ccc(C(=O)NC2CC(C)(C)Cc3c2cnn3-c2ccc(F)cc2)nc1 (stereo not drawn)
    4, -1.4, -12, -2, -3, -10, -33, -1.4, -4
> COC(=O)C1CCN(C(=O)COC(=O)c2ccc(OC)c(S(=O)(=O)N3CCCc4ccccc43)c2)CC1
    3, 3.1, -1, 5, -5, -15, 1, 1.0, -3
> CC(C)NC(=O)CCN1C(=O)c2ccccc2Sc2ncccc21
    3, 1.4, -7, 15, -6, 1, -8, 0.8, -3
> O=P(OC1CCCCC1)(OC1CCCCC1)C(O)c1ccccc1 (stereo not drawn)
    9, -0.6, -7, 10, -1, -12, -11, -1.0, -5
> CCOC(=O)CNC(=O)CSc1nc(Cc2ccccc2)nc2ccccc12
    -2, -0.1, 0, 0, 3, -2, -13, -1.3, -5
> CCN1C(=O)C(CC(=O)Nc2ccc(OC)cc2)N(CCc2ccccc2F)C1=S (stereo not drawn)
    -10, 1.6, 26, 20, -14, -10, 75*, 1.1, -1
> Cc1ccc(C(=O)Nc2ccc3c(c2)OCO3)o1
    2, 6.0, -28, 3, -8, 14, -8, -1.4, -3
> c1ccc(-c2nc3nonc3nc2-c2ccccc2)cc1
    -1, -2.1, 0, -1, 9, -5, -2, -2.4, -5
> COc1ccccc1OCC(=O)N(Cc1nc(-c2ccccc2)no1)C1CCCCC1
    -6, -1.0, 9, 16, -13, -2, 23, -1.1, -2
> COc1ccc(Cc2c(-c3ccco3)nc3ccc(Cl)cn23)c(C)c1
    10, ., -34, 0, ., ., -15, ., 1
> O=C(/C=C/c1ccc(Cl)cc1)N(Cc1cccs1)C1CCS(=O)(=O)C1 (stereo not drawn)
    8, 1.1, -15, 11, -7, -12, -13, -0.6, -3
> CCC(C)(C)NC(=O)C(c1ccccc1)N(C(=O)c1csnn1)C1CC1 (stereo not drawn)
    8, -1.6, -10, 1, -10, -12, 14, -1.3, -3
> COc1ccc(CNC(=O)C2CCCN2)cc1OC (stereo not drawn)
    15, 0.8, -7, 9, -3, -10, 4, 0.2, -3
> O=C(Cn1c(=O)oc2ccccc21)Nc1ccc(F)c(F)c1
    14, 3.5, -13, 3, -5, -2, -5, 3.7, 1
> Cc1ccc2cccc(SCC(=O)N3CCOCC3)c2n1
    9, -0.1, -33, 2, 3, -3, -2, -0.9, -2
> COc1ccc(OCC(=O)NCCNC(=O)c2ccccn2)cc1
    6, 0.7, -5, 2, 3, -3, -3, 1.2, -1

Some of the entries so far, in markdown.
| Structure | CHRM1 PAM | V1aR counter | M1 antag | TAAR1 agonist | OXTR potentiator | CHO parental Ca | TAAR1 antagonist | OXTR agonist | CHRM1 agonist |
| --- | --- | --- | --- | --- | --- | --- | --- | --- | --- |
| CCC(=C(c1ccc(OC)cc1)c1ccc(OC)cc1)c1cn(CC(O)CN2CCN(C)CC2)c2ccccc12 (stereo not drawn) | 5 | 3.4 | -2 | 8 | -5 | 14 | 16 | 6.4 | 1 |
| O=S(=O)(c1ccc(NC(=S)N/N=C/c2c3ccccc3cc3ccccc23)cc1)N1CCOCC1 | 6 | 0.7 | -10 | 4 | -11 | -10 | 14 | -0.2 | -12 |
| COCC(=O)Nc1ccc(S(=O)(=O)N2CCCC2)cc1 | 4 | 0.5 | -8 | 0 | 1 | 5 | -13 | 0.9 | -5 |
| COC(=O)c1sccc1NC(=O)c1ccc2c(c1)OCO2 | 1 | -0.8 | -4 | -1 | 1 | 0 | -11 | -1.0 | -1 |
| CN(C(=O)COC(=O)c1ccc(Cl)c(S(=O)(=O)N2CCCCC2)c1)C1(C#N)CCCCC1 | 3 | 3.9 | -4 | 1 | -9 | -6 | -6 | 4.5 | -4 |
| Cc1cc(NC(=O)CSc2ncnc3sccc23)no1 | 6 | -0.5 | 9 | 4 | 4 | 5 | -1 | 0.1 | 0 |
| CC(=O)N/C(N)=N/c1nc2cc([N+](=O)[O-])ccc2o1 | 4 | -0.4 | -4 | -1 | 5 | -12 | -19 | 1.1 | 0 |
| O=C1CC(c2ccco2)CC(O)=C1C=NCCN1CCNCC1 (stereo not drawn) | -13 | 0.9 | 39* | 7 | -1 | 23 | 3 | 0.5 | 2 |
| C#CCOCCOCCOCCNc1nc(N2CCOCC2)nc(N2CCN(C(=O)[C@H](CC(N)=O)n3cc([C@@H](N)C(C)C)nn3)CC2)n1 | 7 | 0.7 | -5 | 1 | 10 | -7 | 9 | 1.6 | -3 |
| O=C(N/N=C\c1cc(Br)cs1)C1COc2ccccc2O1 (stereo not drawn) | -5 | 0.2 | -1 | 5 | -4 | -4 | 4 | -0.8 | -3 |
| CC(=O)c1ccc(NC(=O)Nc2ccc3c(c2)N(C)C(=O)CS3)cc1 | -7 | 12 | 15 | 44* | -25 | -1 | 76* | 12 | 5 |

Next records
Order of results: CHRM1 PAM, V1aR counter, M1 antag, TAAR1 agonist, OXTR potentiator, CHO parental Ca, TAAR1 antagonist, OXTR agonist, CHRM1 agonist
> CCCN(C(=O)c1cc(Cl)nc2ccccc12)c1c(N)n(Cc2ccccc2)c(=O)[nH]c1=O
    5, -1.0, -3, 2, 0, -7, -15, 0.2, -3
> Cn1cc(C(=O)c2ccc(Cl)cc2Cl)cc1C(=O)N/N=C(\N)COc1ccc(F)cc1
    2, 2.5, 1, 6, -9, -18, 48, 0.7, -1
> Cc1ccc(C2CC2c2n[nH]c(=S)n2-c2cccc(C)c2)cc1 (stereo not drawn)
    6, 0.8, 5, 2, 5, -15, -4, -1.9, -8
> Cc1ccnc(SCc2cc(=O)c(OC(=O)c3cccs3)co2)n1
    1, 0.0, -21, 0, -2, -8, -7, -0.6, -2
> Cc1ccc(NC(=O)C2=C(O)CCn3c2nc2ccccc23)cc1
    -1, -1.4, -3, 3, -7, -34, -4, -1.5, -7
> Cc1ccc(C(=O)Nc2ccc(OCc3ccccc3)cc2)s1
    -13, 6.0, 13, 4, -14, 8, 31, 0.2, -11
> O=C(Nc1ccc(Cl)c(Cl)c1)N1CCSCC1
    -1, 2.6, 6, 9, -8, 5, 12, 0.4, -5
> CCC(=O)Nc1cc2[nH]c(=O)cc(C)c2cc1C
    7, 2.4, -10, -1, -4, -8, 15, 0.3, -2
> O=C(Nc1ccccc1C(=O)N1CCOCC1)c1cccnc1
    5, -1.1, -8, 4, -2, -12, -2, 0.4, -4
> O=C(O)c1cc(S(=O)(=O)NCc2ccco2)c(Cl)cc1Cl
    -10, 0.1, 6, 20, -3, -5, -2, 0.0, -3
> CC1CN(C(=O)C(C)N2CCN(c3cccc(Cl)c3)CC2)CC(C)O1 (stereo not drawn)
    20, 0.1, -13, 1, -1, -20, -7, -0.9, -9
> CC(C)CCOP(=O)(c1ccc(N(C)C)cc1)C(O)c1ccc(N(C)C)cc1 (stereo not drawn)
    14, 2.3, -10, -1, -13, -19, 14, -0.5, -2
> CCOC(=O)N1CCN(C(=O)c2oc3ccc(S(=O)(=O)N(CC)CC)cc3c2C)CC1
    4, 0.6, -10, 1, -4, -20, -15, -0.3, -9
> COc1cccc(CNS(=O)(=O)c2cc3c(cc2Cl)NC(=O)CO3)c1
    -1, 0.2, -2, 2, -3, -2, 16, 0.6, -1
> CSc1ccccc1NC(=O)c1cnccn1
    -4, -0.3, 8, 13, -1, -4, 12, -1.7, -2
> Cc1cc(Cl)ccc1OCCCC(=O)NN
    4, 0.1, 0, 12, -7, -12, 0, -1.1, -2
> CC1(c2nnc(Cc3ccccc3)o2)CC(c2ccc(Br)cc2)=NO1 (stereo not drawn)
    0, 7.0, 3, 6, -15, 10, 0, 7.4, -1
> COc1cccc(N2CCN(C(=O)CCSCc3ccccc3F)CC2)c1
    3, 0.2, -5, 0, -3, -23, -1, -1.2, -4
> CSc1ccc(S(=O)(=O)N2c3ccccc3CC2C)cc1 (stereo not drawn)
    -5, -1.1, -2, -1, -14, 10, -22, -1.2, -7
> O=C(COC(=O)c1cc(S(=O)(=O)N2CCOCC2)ccc1Cl)NC1CCCCC1
    3, ., -7, 1, ., ., -22, ., -2

Records listed so far printed as active in M1 antag:
Molecule,CHRM1 PAM,M1 antag,TAAR1 antagonist,CHRM1 agonist
O=C1CC(c2ccco2)CC(O)=C1C=NCCN1CCNCC1 (stereo not drawn),-13,39*,3,2
